Assay outcomes: PubChem BioAssay, several laboratories
FAS TE block – blocks the thioesterase domain of human fatty acid synthase; inhibition, % at 15 µM; hit rate 0.67% among 360,000; AID 602261; recombinant FAS-TE, OMFH fluorogenic substrate, fluorescence endpoint;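 active = compounds whose normalised, plate-corrected inhibition of enzyme fluorescence in the single-dose primary screen is 50% or more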;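 note: 0% = DMSO with enzyme and 100% = substrate without enzyme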
NRP1-CendR mod – modulators of CendR peptide binding to human neuropilin-1; O14786; FAM-RPARPAR peptide binding to NRP-1, fluorescence polarization; inhibition, % at 25 µM; hit rate 0.85% among 360,000; AID 602438;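 active = inhibition or corrected inhibition above about 18%, plus a signal ratio from 0.5 to 1.5, limit read from the data, passing the limit was not always enough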; note: strong numbers were not always called active
Target sequence (O14786 whole entry, looked up): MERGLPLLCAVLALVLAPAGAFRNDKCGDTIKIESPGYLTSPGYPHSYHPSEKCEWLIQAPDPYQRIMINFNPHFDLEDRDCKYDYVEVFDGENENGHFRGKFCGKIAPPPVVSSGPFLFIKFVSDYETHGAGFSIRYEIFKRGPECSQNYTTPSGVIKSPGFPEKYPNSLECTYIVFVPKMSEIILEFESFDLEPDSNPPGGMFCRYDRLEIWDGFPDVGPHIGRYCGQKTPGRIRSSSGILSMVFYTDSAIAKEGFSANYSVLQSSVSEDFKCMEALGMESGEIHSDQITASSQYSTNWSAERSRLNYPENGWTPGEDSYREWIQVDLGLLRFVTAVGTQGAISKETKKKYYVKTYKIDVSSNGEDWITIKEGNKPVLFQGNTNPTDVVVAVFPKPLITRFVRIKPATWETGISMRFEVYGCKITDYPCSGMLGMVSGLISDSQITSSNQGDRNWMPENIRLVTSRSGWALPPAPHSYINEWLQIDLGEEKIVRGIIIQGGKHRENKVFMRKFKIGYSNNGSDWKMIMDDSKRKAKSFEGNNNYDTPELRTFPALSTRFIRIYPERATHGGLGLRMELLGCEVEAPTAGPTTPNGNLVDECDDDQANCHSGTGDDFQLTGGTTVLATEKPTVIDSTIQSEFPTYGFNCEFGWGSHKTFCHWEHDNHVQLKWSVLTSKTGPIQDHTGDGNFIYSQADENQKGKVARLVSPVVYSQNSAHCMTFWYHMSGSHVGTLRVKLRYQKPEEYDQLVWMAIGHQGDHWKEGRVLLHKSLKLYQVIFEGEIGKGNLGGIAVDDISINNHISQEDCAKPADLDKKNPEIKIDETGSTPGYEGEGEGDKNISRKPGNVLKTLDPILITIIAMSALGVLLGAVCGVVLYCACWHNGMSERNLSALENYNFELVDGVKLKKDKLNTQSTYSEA
Tb MetRS inh – blocks T. brucei methionyl-tRNA synthetase activity; AID 624268; inhibition, % at 11.9 µM; purified T. brucei MetRS, ATP depletion, Kinase-Glo luminescence; hit rate 0.4% among 360,000;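 active = inhibition above a per-plate cutoff of the control wells' mean inhibition plus 3 SD, cut at about 5.5% in these data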;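 note: 0% = DMSO wells median and 100% = median of wells with control inhibitor compound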
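Material – parasite MetRS enzyme · Medium – HEPES-MgCl2-KCl buffer plus DTT, spermine, BSA, pyrophosphatase · Reagent – ATP, methionine and E. coli bulk tRNA substrates · Times – 15 min enzyme-compound preincubation, 2 h reaction, 10 min detection, 25 °C · Measured by – luminescence of leftover ATP · Evaluation – percent inhibition relative to median high and low control wells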
SKN-1 block – inhibitors of C. elegans SKN-1; C. elegans VP596 Pgst-4::GFP/RFP ratio, acrylamide-induced, 24 h; inhibition, % at 21.8 µM; hit rate 0.49% among 360,000; AID 624304;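 active = interference check ratio from 0.5 to 1.5 plus GFP to RFP signal ratio inhibition reaching or exceeding a fixed threshold, cut at about 30% in these data, passing the limit was not always enough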; note: some compounds called inactive have numbers as strong as hits
MsrA inhibitor – inhibitors of bovine MsrA | hit rate 0.75% among 360,000 | inhibition, % at 15.5 µM | purified bovine MsrA, absorbance read-out; in the data active = inhibition above about 4.5%;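 note: 0% = vehicle wells with enzyme and 100% = reference inhibitor wells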
E coli Lon inh – E. coli protease La inhibition; P0A9M0; purified E. coli Lon protease, fluorescence polarization; inhibition, % at 7.94 µM; hit rate 0.42% among 360,000; AID 602123; in the data active = inhibition above about 13%, passing the limit was not always enough;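 note: 0% = enzyme with probe and DMSO and 100% = no enzyme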
MsrA act – activates bovine MsrA enzyme | purified bovine MsrA, absorbance read-out | activation, % at 10.6 µM | hit rate 0.3% among 360,000 | AID 602163; in the data active = activation above about 7.5%;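 note: 0% = vehicle and 100% = reference activator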
MT1-MMP act inh – blocks activation of human MT1-MMP; hit rate 0.061% among 360,000; HT1080 RFP-PRO-GFP cells, GFP/RFP ratio fluorescence, overnight; percent of plate control window, DMSO zero; GFP/RFP ratio change, % at 20 µM; P50281; AID 651647;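 active = GFP/RFP ratio change of at least 30% with cell ATP level not reduced by more than half and red fluorescence within 50% of control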; note: strong numbers were not always called active
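Material: RFP-PRO-GFP reporter HT1080 cells. Dosing: single-point 20 µM compound, 1% DMSO. Controls: DMSO and RFP-L50D-GFP cell wells. Timing: cells overnight before dosing, compound overnight, 37 °C, 5% CO2. Measure: GFP/RFP fluorescence ratio.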
PABP1 MLLE inh – inhibitors of microRNA-mediated deadenylation, human PABP1 MLLE binding; GST-MLLE / FITC-PAM2 fluorescence polarization; hit rate 0.36% among 360,000; inhibition, % at 20 µM; in the data active = inhibition above about 35%, passing the limit was not always enough;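 note: plate controls were DMSO wells with GST-MLLE for no effect and wells lacking GST-MLLE protein for full effect; some results filed as inactive read as strong as hits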
An asterisk follows results filed as active; . = no result given.

Values run as follows: FAS TE block | NRP1-CendR mod | Tb MetRS inh | SKN-1 block | MsrA inhibitor | E coli Lon inh | MsrA act | MT1-MMP act inh | PABP1 MLLE inh
> CCNC(=O)NC(=O)CSc1ccc2ccccc2c1
→ 6 | 1 | -0.9 | 0 | 0.2 | -11 | -6 | -4 | 9
> CCc1ccc(CNCCSc2nnnn2C)cc1
→ -12 | 0 | -0.4 | -6 | -0.1 | 0 | -2 | 5 | 8
> O=C(Nc1ccccc1-c1nnn(CC(=O)N2CCOCC2)n1)c1ccccc1F
→ -7 | 1 | -0.9 | 8 | -1.4 | -3 | -2 | 0 | -8
> COc1ccc(/C=C(/NC(=O)c2ccco2)C(=O)Nc2ccc(C(=O)O)cc2)cc1
→ -7 | -5 | -0.3 | -1 | 6.2* | -6 | -1 | 2 | -4
> C=C(C)c1cccc(C(C)(C)NC(=O)Nc2cc(C)ccn2)c1
→ 11 | 10 | -0.2 | -1 | 0.1 | 3 | -2 | -7 | -3
> CCc1nc2ccc(C(=O)N3CCN(C(=O)c4ccco4)CC3)cn2c1N(C)C(=O)C1CCCCC1
→ -9 | -11 | -0.2 | 18 | 0.2 | -11 | -1 | -1 | -4
> O=C(CSc1nc2ccccc2s1)c1ccc(O)cc1O
→ -2 | 5 | -0.9 | 12 | 1.6 | -5 | -2 | -4 | -24
> Cc1ccc(Oc2ccc(NC(=O)Cn3ccsc3=N)cc2)cc1
→ -215 | 1 | -0.9 | -13 | -1.0 | -11 | 0 | 0 | -27
> CCN(CC(=O)N1CCN(c2ccccc2)CC1)S(=O)(=O)c1ccc(C)cc1
→ -5 | 7 | -0.3 | 2 | -0.1 | -2 | -1 | 5 | -3
> Cc1nc(N=C(N)N)nc2ccccc12
→ -3 | 2 | -0.7 | -2 | 0.9 | -10 | -13 | 2 | -5
> COc1cccc(CNC(=S)Nc2cc(C)cc(C)c2)c1
→ -2 | -2 | 0.7 | 3 | 0.0 | -5 | -5 | 1 | -21
> O=C(CNc1ccc(C(F)(F)F)cc1)Nc1cccc(S(=O)(=O)N2CCCC2)c1
→ 11 | 7 | -0.2 | 6 | -0.4 | 6 | -1 | 9 | -35
> Cc1cccn2c(=O)c3cc(C(=O)NC4CCS(=O)(=O)C4)sc3nc12 (stereo not given)
→ -4 | 6 | -0.3 | 6 | 4.0 | 6 | -4 | 4 | -1
> CCOc1cnc(-c2ccccc2F)o1
→ -5 | 5 | -0.2 | -12 | 0.7 | 0 | -5 | 3 | 1
> COc1ccc(Cl)cc1CN1C(=O)C(Cc2ccccc2)ON=C1C (stereo not given)
→ 30 | -8 | -0.3 | -2 | 0.4 | 14 | 1 | 5 | 4
> CC(O)C(NS(=O)(=O)c1ccc(Cl)cc1)C(=O)OCc1nnc(-c2ccccc2)o1 (stereo not given)
→ -3 | 7 | -0.7 | -6 | 0.0 | -1 | -1 | -1 | 3
> COC(=O)c1cc(NS(=O)(=O)c2cccc(Cl)c2)ccc1N1CCOCC1
→ 1 | 14 | -0.4 | -1 | 1.8 | 8 | -4 | 3 | 11
> COCn1cnc(-c2ccccc2)c1-c1ccccc1
→ -1 | 10 | -0.5 | 7 | 1.0 | 4 | -5 | 5 | -10
> Nc1nc(CN2CCN(Cc3ccccc3)CC2)nc(Nc2ccc3c(c2)OCCO3)n1
→ -2 | 0 | -0.2 | -2 | -0.7 | 4 | 0 | 2 | 5
> CCN(CC)c1cc(CS(=O)c2ccccc2)nc(-c2ccccc2)n1 (stereo not given)
→ 9 | -14 | -1.0 | -2 | 0.8 | -3 | -3 | -3 | 1
> O=C(O)CN1CCN(Cc2ccccc2F)C1=O
→ -4 | -14 | -0.1 | 2 | 0.1 | -7 | -2 | -1 | -11
> CC(C)CN1C(=O)CN(S(C)(=O)=O)CC1(C)C(=O)NCc1ccccc1 (stereo not given)
→ . | 4 | 0.3 | 19 | -0.2 | . | . | 1 | .
> COc1cc(NS(=O)(=O)c2ccc3c(c2)n(C)c(=O)n3C)cc(OC)c1
→ -6 | 10 | 0.2 | 9 | -0.3 | 3 | -1 | 3 | 14
> CCCC(=O)Nc1ccc(S(=O)(=O)N2CCC(c3nc4ccccc4[nH]3)CC2)cc1
→ -3 | -6 | 0.1 | 9 | -0.3 | -5 | -2 | -1 | 1
> CC(C)OC(=O)NCN1C(=O)C2C3C=CC(C3)C2C1=O (stereo not given)
→ -6 | 0 | -1.0 | 3 | -0.1 | 3 | -5 | -1 | -3
> O=C(Nc1ccccc1)Nc1nnc(COc2ccccc2F)s1
→ 13 | 8 | 17* | -16 | 1.0 | 1 | -5 | 1 | 7
> COc1ccc(C(=O)NCCS(=O)(=O)NCC2CCCO2)cc1 (stereo not given)
→ -3 | 1 | -0.5 | -4 | -0.3 | -8 | -5 | 1 | 11
> Cc1ccc(CN(C)C(=O)c2cccc(S(=O)(=O)N3CCN(Cc4ccccc4)CC3)c2)o1
→ 7 | -10 | -0.3 | 8 | 0.1 | 1 | -2 | 0 | 2
> NC(=O)c1ccccc1NC(=O)CCCCCn1nnc2ccccc2c1=O
→ -5 | 18 | -0.9 | 12 | 0.5 | 7 | -9 | 3 | 7
> C/C(=N/NC(=O)c1cc(-c2ccc(Cl)s2)[nH]n1)c1ccco1
→ 6 | -39 | 1.4 | -2 | -0.4 | -5 | -3 | 0 | -26

The list goes on:
smiles,FAS TE block,NRP1-CendR mod,Tb MetRS inh,SKN-1 block,MsrA inhibitor,E coli Lon inh,MsrA act,MT1-MMP act inh,PABP1 MLLE inh
Cc1nnc(NCc2ccccc2)c2ccccc12,-5,2,-1.9,5,0.7,-4,-4,1,-2
CCN(CC)C(=O)CSc1nnc2nnc3cc(C)ccc3n12,-4,15,-0.1,-20,1.5,40,-1,-4,40*
Cc1ccc(NS(=O)(=O)c2ccc(-c3csc(C)n3)s2)c(C)c1,34,5,-0.4,8,-1.6,-1,-3,-1,-7
COc1ccccc1NC(=O)Nc1c(C)n(C)n(-c2ccccc2)c1=O,-6,-8,-0.3,5,-1.6,11,1,4,-15
CCN(CC)S(=O)(=O)c1ccc(C)c(NC(=O)COc2ccc(Br)cc2Cl)c1,-5,-8,0.2,1,0.5,-15,-1,9,-3
COc1ccccc1NC(=O)CSc1ccc2nnc(-c3ccccn3)n2n1,-1,-7,0.2,2,-0.4,-5,-3,0,9
O=C(NC(=S)Nc1cccnc1)c1cc2ccccc2o1,-16,-6,4.5,6,0.6,-9,-4,-2,41*
CC(C)=CCC[C@H](C)C[C@@H]1Cc2[nH]c(=S)[nH]c(=O)c2[C@@H](c2ccc(F)cc2)O1,15,9,-0.1,3,-1.2,-3,-2,0,.
Cc1ccccc1CC1(CO)CCCN(C(=O)CCN2CCCO2)C1 (stereo not given),-2,8,0.2,18,1.1,-3,-2,1,-1
CC(C)(C)c1cc(=O)n2c(C#N)c(C#N)nc2[nH]1,0,2,0.8,-17,2.8,-7,2,0,0
CC(CCc1ccccc1)NC(=O)COC(=O)C1CCC(C(C)(C)C)CC1 (stereo not given),13,32*,-0.1,15,0.2,-12,0,3,2
Cc1ccc(NC(=O)N2CCCCC2)cc1[N+](=O)[O-],3,1,-1.4,10,-0.4,21,-7,-3,3
Cc1ccc(C(=O)Nc2cc(=O)n(C)c(=O)n2C)o1,-10,1,-0.5,-3,3.0,-1,-4,-2,-1
COc1ccc(-c2cc(C(=O)N3CCc4ccccc4C3)no2)cc1,9,-2,-0.7,-4,2.3,-1,-3,-2,2
CN(C(=O)CSc1nnc(COc2ccccc2F)n1N)C1CCS(=O)(=O)C1 (stereo not given),-4,-3,-0.1,-1,-0.6,-13,-3,0,-41
CCOc1ccc(S(=O)(=O)N(CC(=O)NC2CCCC2)c2ccc(F)cc2)cc1,7,1,-0.6,-8,-0.6,0,-8,-3,-6
N=c1ccn2c(n1)OC1C(O)C(CO)OC12 (stereo not given),-7,-5,-0.9,8,0.9,1,-2,-11,4
CCOc1cc(S(=O)(=O)NCc2ccncc2)ccc1Cl,-2,-8,-0.5,-3,-1.0,4,1,-7,-2
O=C(/C=C/c1ccc(S(=O)(=O)N2CCOCC2)cc1)Nc1cc(F)ccc1F,10,7,-0.3,1,1.1,-14,-5,3,-11
CN1CCN(CCCC(=O)c2ccc(C3CCCC3)cc2)CC1,-11,-23,-0.2,-5,0.1,-11,-3,-4,-2
CC(C)(C)C(=O)Nc1cc2nn(-c3ccccc3)nc2cc1Cl,20,9,0.1,42*,1.3,0,-1,0,5
CCn1c(SCC(=O)N2CCCC2=O)nnc1-c1cccs1,-7,7,-0.3,-1,-0.4,-4,-1,1,3
CN(C)CCC#CC(O)(c1ccccc1)c1ccccc1,-11,-5,0.2,-3,0.6,-3,-2,0,4

Grouped by structure, those above containing a furan ring, fused or not (6)
smiles,FAS TE block,NRP1-CendR mod,Tb MetRS inh,SKN-1 block,MsrA inhibitor,E coli Lon inh,MsrA act,MT1-MMP act inh,PABP1 MLLE inh
COc1ccc(/C=C(/NC(=O)c2ccco2)C(=O)Nc2ccc(C(=O)O)cc2)cc1,-7,-5,-0.3,-1,6.2*,-6,-1,2,-4
CCc1nc2ccc(C(=O)N3CCN(C(=O)c4ccco4)CC3)cn2c1N(C)C(=O)C1CCCCC1,-9,-11,-0.2,18,0.2,-11,-1,-1,-4
Cc1ccc(CN(C)C(=O)c2cccc(S(=O)(=O)N3CCN(Cc4ccccc4)CC3)c2)o1,7,-10,-0.3,8,0.1,1,-2,0,2
C/C(=N/NC(=O)c1cc(-c2ccc(Cl)s2)[nH]n1)c1ccco1,6,-39,1.4,-2,-0.4,-5,-3,0,-26
O=C(NC(=S)Nc1cccnc1)c1cc2ccccc2o1,-16,-6,4.5,6,0.6,-9,-4,-2,41*
Cc1ccc(C(=O)Nc2cc(=O)n(C)c(=O)n2C)o1,-10,1,-0.5,-3,3.0,-1,-4,-2,-1
